# RTF Ca sens act: cardiac RTF calcium sensitivity activators, primary screen, biochemical, IANBD-TnC fluorescence, EC20 calcium | AID 493008, 2010 | hit rate 0.24% among 340,000 | IANBD-labeled TnC RTF fluorescence at EC20 calcium; 0% EC20 calcium, 100% full calcium | activation, % at 7.2 µM | Troponin I, cardiac muscle (Homo sapiens) + Troponin T, cardiac muscle (Homo sapiens) + …;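 active means activation above the mean over all tested compounds plus 3 SD, cut at about 30% in these data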;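 further: rise in fluorescence read as greater calcium sensitivity of cardiac thin filaments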
# CAL PDZ FP-1: CAL PDZ peptide-binding inhibitors, primary screen, biochemical, fluorescence polarization, Cer-tagged CAL PDZ, HTS | Golgi-associated PDZ and coiled-coil motif-containing protein (Homo sapiens), Q9HD26 | purified CAL PDZ, TMR-peptide fluorescence polarization, 1 h | inhibition, % at 20 µM | hit rate 0.02% among 330,000 | AID 504414, 2011;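 active means highest replicate inhibition of at least 40%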;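 further: plate controls were DMSO neutral control wells for no effect and unlabeled competitor peptide control wells for full effect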
#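 Assay system – tagged CAL PDZ protein CerCALP, purified · Timing – 1 h at RT · Compound – single point, 20 µM · Measured by – fluorescence polarization from S- and P-plane intensities, G-factor corrected · Evaluation – inhibition from polarization loss · Probe or stimulus – TMR reporter peptide T*-PRC34 · Buffer or medium – pH 7.4 phosphate-saline buffer, reducing agent, detergent, IgG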
# Keap1-Nrf2 PPI: Keap1-Nrf2 protein-protein interaction inhibitors, primary screen, biochemical, fluorescence polarization, single point; Keap1 Kelch-Nrf2 peptide fluorescence polarization, 1536-well; inhibition, % at 9.4 µM; hit rate 0.15% among 340,000; in the data active means inhibition above about 12%; inconclusive means no clear call, values can overlap the other calls; inactive means below about 7.3%;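 further: human Keap1 Kelch domain with fluorescein labeled Nrf2 9mer peptide probe; 0% = neutral control wells and 100% = peptide positive control; higher means more block of Keap1 binding to Nrf2 peptide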
# SR-BI uptake up: activators of SR-BI mediated DiI-HDL uptake, primary screen, ldlA[mSR-BI] CHO cells, DiI fluorescence; 3 h; 100 = double the neutral-control signal; hit rate 0.096% among 320,000; activation, % at 12.5 µM;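 active means mean replicate activation of at least 60% and every replicate at or above 60%; inconclusive means mean or all-replicate condition met, but not both; inactive means mean below 60% and not all replicates reaching 60%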;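 further: 0% = median plate neutral-control signal and 100% = twice that signal; values of inactives mirror those of a sister screen read the other way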
#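 Assay system: LDL receptor-deficient CHO ldlA cells overexpressing murine SR-BI / Medium: BSA-supplemented, HEPES-buffered Ham's F12, pH 7.4 / Probe or stimulus: DiI-labelled HDL at 10 µg/mL final / Timing: compound with DiI-HDL co-incubation, 3 h at 37 °C / Technique: bottom-read cell fluorescence after medium removal, ex 550/em 595 nm / Measure: HDL uptake via cellular fluorescence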
# Rtt109 Vps75: inhibitors of C. albicans Rtt109/Vps75 HAT, primary screen, biochemical, ThioGlo CoA-SH fluorescence, plate reader | Histone acetyltransferase RTT109 (Candida albicans (strain SC5314 / ATCC MYA-2876)), … | purified Rtt109/Vps75, 4 h | inhibition, % at 34.9 µM | hit rate 0.16% among 330,000 | AID 540336, 2011;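 active means inhibition of at least 50% in every replicate; inconclusive means best replicate reaches 50% inhibition but some replicates fall short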
# Target sequence (Q5AAJ8 whole entry, looked up): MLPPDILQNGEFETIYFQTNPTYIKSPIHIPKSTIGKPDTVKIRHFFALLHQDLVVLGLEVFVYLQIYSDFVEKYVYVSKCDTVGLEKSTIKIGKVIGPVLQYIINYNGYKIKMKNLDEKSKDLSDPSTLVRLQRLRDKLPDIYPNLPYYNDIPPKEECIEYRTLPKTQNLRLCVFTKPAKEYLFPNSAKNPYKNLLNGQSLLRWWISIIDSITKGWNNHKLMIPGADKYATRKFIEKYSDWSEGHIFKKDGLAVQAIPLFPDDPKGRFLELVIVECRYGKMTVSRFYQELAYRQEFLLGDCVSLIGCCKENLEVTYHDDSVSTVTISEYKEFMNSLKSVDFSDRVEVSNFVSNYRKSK
# DAGLB inhibitor: DAGLB lipase inhibitors, primary screen, biochemical, fluorescence, HTS | hit rate 0.059% among 340,000 | HEK293T DAGLB membrane lysate, EnzChek fluorogenic substrate | Diacylglycerol lipase-beta (Homo sapiens), Q8NCG7 | inhibition, % at 5.17 µM; in the data active means inhibition above about 34%;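 further: 0% = enzyme with vehicle and 100% = wells lacking enzyme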
# CAL PDZ FP-2: untagged CAL PDZ binding inhibitors, primary screen, biochemical, fluorescence polarization, HTS. purified CAL PDZ, TMR-peptide fluorescence polarization, 1 h. hit rate 0.92% among 300,000. Golgi-associated PDZ and coiled-coil motif-containing protein (Homo sapiens), Q9HD26. inhibition, % at 24.9 µM. AID 602252, 2012;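 active means mean inhibition of at least 30% with at least half of replicates also reaching 30%; inconclusive means no clear call, values can overlap the other calls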;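 further: 0% = DMSO neutral control and 100% = excess unlabeled competitor peptide PRC23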
# PKA-R2B activ: activators of PKA-R2B holoenzyme, primary screen, biochemical, fluorescence polarization, Cy5-IP20, human | PKA-R2B holoenzyme dissociation; R2B truncated from residue 108, S112A mutant; 0% DMSO only, 100% 113 µM cGMP | activation, % at 11.4 µM | hit rate 0.079% among 340,000;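 active means activation above a cutoff set at the mean over all compounds plus 3 SD, cut at about 18% in these data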;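 further: higher means more holoenzyme dissociation and a rise in polarization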
# Target sequence (P31323 whole entry, looked up, other chains not shown, the tested form may be a part): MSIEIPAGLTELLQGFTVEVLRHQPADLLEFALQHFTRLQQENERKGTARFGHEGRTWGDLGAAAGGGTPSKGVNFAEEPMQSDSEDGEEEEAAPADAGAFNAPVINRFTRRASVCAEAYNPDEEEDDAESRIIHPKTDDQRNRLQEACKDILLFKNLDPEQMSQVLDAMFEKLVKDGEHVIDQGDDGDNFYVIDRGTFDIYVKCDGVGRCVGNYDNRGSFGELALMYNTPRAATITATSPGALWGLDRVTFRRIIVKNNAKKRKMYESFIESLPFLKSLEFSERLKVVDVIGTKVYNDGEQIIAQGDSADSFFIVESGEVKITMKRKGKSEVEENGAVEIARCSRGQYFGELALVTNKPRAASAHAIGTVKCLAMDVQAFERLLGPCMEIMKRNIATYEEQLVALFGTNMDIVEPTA
# LANA DNA inh: inhibitors of KSHV C-LANA binding to DNA, primary screen, biochemical, fluorescence polarization, FAM-LBS DNA, MBP-C-LANA, single point; hit rate 0.078% among 340,000; Kaposi's sarcoma herpesvirus LANA C-terminal domain (residues 932-1162) DNA binding; inhibition, % at 9 µM;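 active means highest replicate inhibition at or above 60% at 9 µM, even if other replicates fall short; inactive means all replicates below 60% inhibition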;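 further: 0% = neutral control wells and 100% = 4 µM acridine orange control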
# RTF Ca sens inh: cardiac RTF calcium sensitivity inhibitors, primary screen, biochemical, IANBD-TnC fluorescence, EC70 calcium; AID 493244, 2011; hit rate 0.12% among 340,000; IANBD-labeled cardiac RTF, Ca2+ fluorescence; inhibition, % at 7.15 µM; Troponin I, cardiac muscle (Homo sapiens) + Troponin T, cardiac muscle (Homo sapiens) + …;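 active means inhibition above the mean inhibition of all tested compounds plus 3 SD, cut at about 17% in these data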;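 further: assay run at fixed EC70 calcium of 1.6 mM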
# Active calls of the source: *; u = inconclusive; x = not tested or not shown.
RTF Ca sens act,CAL PDZ FP-1,Keap1-Nrf2 PPI,SR-BI uptake up,Rtt109 Vps75,DAGLB inhibitor,CAL PDZ FP-2,PKA-R2B activ,LANA DNA inh,RTF Ca sens inh,SMILES
0.1,-0.6,-5.0,-17.0,5.3,-3.3,-2.3,5.3,-1.8,0.1,O=c1oc2ccccc2cc1-c1ccc(O)cc1
-1.3,1.2,1.4,7.7,-2.9,-3.8,x,-12.9,0.2,1.0,CCS(=O)(=O)N1CCN(C(=O)c2ccccc2)CC1
-0.1,-0.7,-2.5,13.6,-5.7,-0.5,-2.5,16.5,-3.7,1.7,CN(Cc1nc2ccccc2c(=O)[nH]1)C(=O)c1ccc(NC(=O)CSc2nnnn2C)cc1
0.6,-0.9,-3.9,13.2,-6.7,1.3,-3.0,-2.9,0.0,2.4,COc1ccc(Cc2nnc(SCC(=O)Nc3c(C)cccc3C)[nH]c2=O)cc1
4.7,-1.5,-2.1,-47.1,-18.8,-4.2,-2.9,-3.7,0.6,-1.2,Oc1ccc2ccccc2c1CN1CCN(c2ccccc2F)CC1
x,-3.2,-1.0,-17.0,-15.2,x,x,x,1.3,x,CSc1ccc(/C=N/NC(=O)c2cccs2)cc1
-5.8,0.2,-0.1,-25.7,-1.1,0.8,-4.5,0.8,4.4,1.1,CC(=O)Nc1ccc(NC(=O)c2ccc(OCc3c(C)noc3C)cc2)cc1
0.6,-1.2,-3.1,23.0,0.3,-2.3,-4.5,-8.8,0.7,-4.6,COc1ccccc1CCN=C(N)NS(=O)(=O)c1cc(F)ccc1F
-1.7,-0.4,0.5,-41.5,u,-11.5,2.3,-5.5,-0.6,6.2,Cc1nn(C(C)(C)C)c(OC(=O)c2ccc3c(c2)OCO3)c1S(=O)(=O)c1ccccc1
11.1,0.2,-5.0,11.2,9.9,0.1,3.7,0.7,-1.2,-2.8,CC1CCN(C(=O)CCc2nc3cc(S(=O)(=O)N(C)C)ccc3n2C)CC1
-14.0,0.4,-1.4,-9.5,4.9,-5.3,-3.0,0.1,0.6,9.4,O=C(Cn1cc(SCc2ccc(Cl)cc2)c2ccccc21)N1CCOCC1
4.9,-2.5,-4.0,-21.7,x,-0.3,-0.7,-2.2,1.1,-1.3,Cc1ccc(NC(=O)CS(=O)CC(=O)N(CC(=O)NC2CCCC2)c2cc(C)ccc2C)cc1 (stereo not given)
7.1,0.6,-0.2,-5.2,-2.2,2.3,1.4,-8.3,-1.3,-6.3,CC#CCN1c2ccccc2[C@]23C[C@@H](C(=O)OC)N(C(=O)NCCBr)C2=NC(C(=O)OC)=C(C(=O)OC)[C@H]13
-0.3,-1.5,1.0,-7.7,-0.5,-0.3,-3.1,-4.6,-0.1,-4.8,CCOc1ccc(S(=O)(=O)NCCC(=O)NCC(c2cccs2)N2CCOCC2)cc1 (stereo not given)
2.2,-0.6,-1.1,-16.5,5.0,-1.2,-4.7,0.5,1.7,-8.4,O=C(COc1cccc2c1CCN(Cc1ccccc1F)C2=O)N1CCCCC1

# Single values from the results shown:
# CCOc1ccc(S(=O)(=O)NCCC(=O)NCC(c2cccs2)N2CCOCC2)cc1 (stereo not given) in RTF Ca sens inh shows -4.8
# CN(Cc1nc2ccccc2c(=O)[nH]1)C(=O)c1ccc(NC(=O)CSc2nnnn2C)cc1 in PKA-R2B activ shows 16.5

# (list continues)
RTF Ca sens act,CAL PDZ FP-1,Keap1-Nrf2 PPI,SR-BI uptake up,Rtt109 Vps75,DAGLB inhibitor,CAL PDZ FP-2,PKA-R2B activ,LANA DNA inh,RTF Ca sens inh,SMILES
-8.2,-0.1,2.6,-49.7,-2.7,-15.9,-1.6,-0.8,-0.5,0.0,COc1cc(Cl)cc(/C=C/c2ccc3cccc(O)c3n2)c1OC
-2.0,-1.5,2.4,12.9,-6.9,-0.5,-0.7,7.8,0.9,-6.1,Cc1ccc(NC(=O)C2CCCN(S(=O)(=O)c3ccc4[nH]c(=O)ccc4c3)C2)nc1 (stereo not given)
-3.2,-2.2,-4.1,x,-9.6,0.4,-2.3,-7.2,-0.4,-0.9,CN1CCSc2ccc(C(=O)Nc3cccc(F)c3)cc21
-6.7,-0.4,-0.9,4.3,0.2,7.3,-3.5,-3.0,79.2*,12.1,O=C(c1ccc(=O)oc1)N1CCCc2ccccc21
-3.8,-0.5,-0.5,8.4,-17.5,-1.5,-1.3,4.5,-1.0,-3.9,CC(C)(C)c1ccc(OC(=O)c2cccnc2)cc1
17.9,-0.4,-5.2,-2.4,1.6,-0.7,-2.6,-6.8,0.3,3.3,Cc1ccc(NS(=O)(=O)c2ccc(C(=O)N3CCN(c4ncccn4)CC3)cc2)cc1
3.2,-4.0,-0.8,-18.7,x,-2.6,-2.1,-6.2,-0.7,-2.2,O=[N+]([O-])c1ccc(N2CCN(c3ccccc3)CC2)nc1
-4.0,0.0,5.7,-19.7,0.1,-3.9,-0.6,-1.2,-0.6,-0.3,CCOC(=O)c1[nH]c2ccc(OC)cc2c1NC(=O)CCN1CCc2ccccc2C1
-9.8,-0.3,-4.9,-11.7,-3.6,-0.7,-1.7,-1.5,-0.2,2.5,O=C(CCNC(=O)c1ccccc1)NN=Cc1ccc(Br)o1
-3.1,-1.5,0.7,-0.9,-1.2,-0.2,0.7,-1.8,0.9,-5.7,Cc1ccc(NC(=O)Cc2nc(CN(C)CC(=O)Nc3ccc(C)cc3)cs2)cc1
-0.9,0.9,-4.8,-3.4,5.4,2.5,22.2,-6.8,-0.7,-0.6,O=S(=O)(Nc1nc2ccccc2nc1NCC1CCCO1)c1ccc(F)cc1 (stereo not given)
-7.9,-0.4,-0.9,-19.3,-3.8,-0.1,-5.8,1.0,-0.3,-12.3,CCCn1c(CCNc2nc(-c3cccc(Br)c3)cs2)nc2ccccc21
14.6,-2.6,-11.5,-2.9,x,-1.3,4.2,-10.2,1.0,-16.9,C=CCn1c(Cc2ccccc2)nnc1SCc1nc2ccccc2c(=O)[nH]1
0.0,0.3,-2.7,1.4,0.9,0.6,x,5.2,0.1,-7.1,O=c1[nH]c(Cc2cccs2)nc2ccccc12
-0.3,-2.6,-1.3,x,-5.4,0.2,1.5,4.1,-0.6,-1.9,Cc1cc(C)nc(N2CCCC(C(=O)Nc3ccc(F)cc3)C2)n1 (stereo not given)
-1.0,-0.8,-3.7,31.3,-6.1,2.5,-3.1,-7.6,0.9,-9.3,C[C@@H](NC(=O)c1nc[nH]c1C(=O)N[C@@H](Cc1ccccc1)C(=O)OCc1ccccc1)c1ccccc1
-0.7,x,-4.3,15.1,2.9,1.0,-2.1,-12.0,0.7,5.8,COc1ccccc1CC(=O)NCC1CCCO1 (stereo not given)
-1.7,0.0,0.0,19.4,-2.3,-0.5,9.1,3.2,-1.7,-13.2,Nc1c(C(=O)CSc2nnc(N3CCOCC3)n2-c2cccc(F)c2)c(=O)[nH]c(=O)n1C1CC1
4.6,-2.1,-7.1,13.8,-1.0,0.3,-3.1,-3.3,2.6,-6.0,CCNc1nc(NC(C)CC)nc(Oc2ccc(=O)[nH]n2)n1 (stereo not given)
-4.6,4.0,-0.2,-5.3,0.8,-5.7,-6.3,-2.5,2.3,-8.9,Cc1ccc(Cn2c(Cc3ccccc3)nc3ccccc32)cc1
8.5,-2.2,-0.5,-79.4,-1.6,0.1,-2.3,-13.9,-1.5,-3.1,CC(=O)c1c(C)[nH]c(C(=O)Nc2ccc(Cl)c(S(=O)(=O)N3CCOCC3)c2)c1C
3.1,-1.2,-5.7,9.5,5.7,0.1,-4.3,10.7,-2.3,1.4,Cc1ccc(O)c(/C=N/NC(=O)CN2CCCC2)c1
0.2,-0.4,-0.4,12.0,-11.6,-2.2,-2.2,-0.3,0.2,2.4,Cc1cccc(CN2CCC(C(N)=O)CC2)c1
-2.9,0.0,-2.2,4.8,2.5,0.9,x,2.9,-0.5,-6.0,CC(=O)N1N=C(c2ccco2)CC1c1ccc(Cl)o1 (stereo not given)
-0.3,0.2,7.7,44.8,-5.3,-1.1,4.4,-10.6,0.0,0.4,CS(=O)(=O)N1CCC(C(=O)NNC(=O)Nc2ccc(F)c(Cl)c2)CC1
-5.1,0.3,-2.5,-12.3,-15.8,2.3,-3.0,-4.1,4.3,1.7,COc1ccc2[nH]cc(CCNC(=O)Cc3c(F)cccc3Cl)c2c1
-2.6,-0.8,-2.3,-2.5,-6.1,-1.3,-1.4,-3.0,0.8,-2.6,O=P(c1ccccc1)(c1ccccc1)c1nc(-c2ccccc2)oc1N1CCOCC1
5.3,-2.5,2.0,-1.7,-5.0,1.6,-5.1,-4.9,-1.4,-7.2,COc1ccc(Cl)cc1C(=O)NNC(=O)c1csc(N2CCOCC2)n1
1.7,0.1,-4.0,6.0,-7.8,1.0,0.2,-8.0,-1.0,-9.9,Cc1cc2c(c(SCC(=O)NCCc3ccccc3)n1)C(=O)OC2
5.6,-1.4,-6.0,-13.6,12.8,1.1,6.5,8.4,1.4,-10.6,CCN(c1ccccc1)S(=O)(=O)c1ccc(Cl)c(NC(=O)COC(=O)c2ccc[n+]([O-])c2)c1
-0.2,0.1,3.2,-68.3,1.3,-1.4,1.4,8.9,1.6,11.6,Cn1ncc(N=Cc2ccc([N+](=O)[O-])cc2)c1C(=O)Nc1ccccc1
1.8,-1.3,3.1,-0.9,-21.3,0.9,x,2.2,0.8,-8.5,O=C(NCc1ccccc1Cl)c1cnc2n(c1=O)CCS2
